KOR beta-arrestin-1: KOR antagonists, beta-arrestin recruitment, cell-based, luminescence, uHTS (AID 1778) | KOR beta-arrestin recruitment, luminescence, antagonist mode; higher % means a stronger effect | inhibition, % at 10 µM; hits with a dose series show IC50 in µM | actives 0.091% (n = 290,000); in the data active = inhibition above about 50%; also: strong numbers were not always called active
KOR beta-arrestin-2: kappa opioid receptor activators – cell-based, luminescence, uHTS, primary screen (AID 1777) | KOR beta-arrestin recruitment, luminescence; higher % means a stronger effect | activation, % at 10 µM, or EC50 in µM where a hit was titrated | actives 0.02% (n = 280,000); in the data active = activation above about 50%, passing the limit was not always enough; also: a part of the inactive calls stands beside numbers as strong as those of hits
GPR35 antagonists: GPR35 antagonists blocking zaprinast-driven arrestin recruitment, primary screen, imaging, U2OS, beta-arrestin-GFP, zaprinast agonist (AID 2058) | U2OS GPR35 beta-arrestin-GFP translocation imaging, zaprinast antagonism; higher % means a stronger effect | one-dose inhibition, % at 10 µM; IC50 in µM for titrated hits | actives 0.052% (n = 290,000);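 active = inhibition of at least 50% with at least 30 cells and total cytoplasm GFP at most 10,000,000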
NTR1 ag: NTR1-driven beta-arrestin-GFP spot formation – imaging, U2OS cells, high content, primary screen (AID 493036); agonist mode; activation, % at 20 µM; actives 0.17% (n = 330,000);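 active = activation at or above 40% of the spot to cytoplasm intensity ratio, with at least 20 cells analyzed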;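 also: 0% = DMSO without peptide and 100% = 100 nM NTR1 peptide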
Target sequence (P30989 whole entry, looked up): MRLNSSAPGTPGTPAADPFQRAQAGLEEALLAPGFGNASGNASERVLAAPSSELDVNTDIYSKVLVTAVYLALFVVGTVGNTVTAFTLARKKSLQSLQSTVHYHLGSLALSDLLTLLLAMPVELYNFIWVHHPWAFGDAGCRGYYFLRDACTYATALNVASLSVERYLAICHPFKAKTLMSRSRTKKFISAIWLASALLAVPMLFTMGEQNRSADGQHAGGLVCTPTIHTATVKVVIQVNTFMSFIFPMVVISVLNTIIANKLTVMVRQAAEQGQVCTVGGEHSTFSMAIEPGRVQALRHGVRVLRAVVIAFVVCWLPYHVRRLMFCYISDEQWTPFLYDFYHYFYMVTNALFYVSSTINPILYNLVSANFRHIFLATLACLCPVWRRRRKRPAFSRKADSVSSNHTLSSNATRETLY
GPR55 activation: GPR55 agonists via beta-arrestin recruitment, primary screen, imaging, U2OS cells, beta-arrestin-GFP redistribution (AID 1961); U2OS GPR55 beta-arrestin-GFP redistribution imaging; higher % means a stronger effect; activation, % at 10 µM, or EC50 in µM where a hit was titrated; actives 0.048% (n = 290,000);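 active = activation above 40% with more than 50 cells counted in the well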;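 also: U2OS osteosarcoma cells stably expressing GPR55 and beta-arrestin-GFP; plate controls were DMSO negative control for no effect and LPI positive control for full effect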
UTI89 phage lysis: protection from phage-mediated lysis, alamar blue read-out – E. coli UTI89, K1F phage, bacterial capsule biogenesis inhibitors (AID 488966) | actives 0.02% (n = 340,000) | inhibition, % at 100 µM; hits with a dose series show IC50 in µM | E. coli UTI89 K1F phage lysis, alamar blue, 2 h; higher % means a stronger effect;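 active = phage lysis inhibition, versus mean bacterial control, above a set limit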;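 also: capsule biogenesis inhibitors block K1F phage lysis so surviving cells raise fluorescence; higher fluorescence means more inhibition of phage lysis; actives were called in the ten point dose series up to 300 µM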
NOD1 NF-kB reporter: inhibition of NOD1-driven NF-kB reporter – cell-based, luminescence, uHTS, primary screen (AID 1578); NOD1-driven NF-kB luciferase reporter cells, luminescence; higher % means a stronger effect; actives 1% (n = 290,000); inhibition, % at 4 µM, or EC50 in µM where a hit was titrated; in the data active = inhibition mostly above about 36%, no sharp cut-off; inactive = mostly below about 34%;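 also: HEK-293T reporter cells stimulated with the NOD1 agonist gamma-tri-DAP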
GPR55 antagonists: inhibition of LPI-stimulated GPR55 beta-arrestin translocation – imaging, U2OS, beta-arrestin-GFP, LPI agonist, primary screen (AID 2013) | actives 0.13% (n = 290,000) | U2OS GPR55 beta-arrestin-GFP translocation imaging, LPI antagonism; higher % means a stronger effect | one-dose inhibition, % at 10 µM; IC50 in µM for titrated hits;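 active = spots per cell inhibited over 60%, with over 100 cells counted and total cytoplasm intensity under 500,000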;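 also: U2OS cells stably carrying GPR55 and arrestin-GFP stimulated by 5 µM LPI near EC80; imaged beta-arrestin-GFP aggregate spots per cell after agonist stimulation; plate controls were LPI-stimulated DMSO wells for no effect and DMSO wells without LPI for full effect; some results filed as inactive read as strong as hits; confirmed hits need IC50 under 10 µM and bright autofluorescent wells are also inconclusive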
MgcRacGAP inhibition: MgcRacGAP GTPase-activating activity inhibitors, confirmation, biochemical, ADP Hunter fluorescence; MgcRacGAP-stimulated Rac1 GTP hydrolysis, ADP Hunter fluorescence; higher % means a stronger effect; GST-tagged Rac1 F28L mutant substrate; inhibition, % at 30 µM; hits with a dose series show IC50 in µM; actives 0.6% (n = 340,000);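 active = first-screen hits whose inhibition reached a set limit at any dose in the follow-up dose series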;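 also: fluorescence reports GDP produced by GAP-driven GTP hydrolysis; strong numbers were not always called active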
NTR1 ag cell count 20 µM: also measured in NTR1 ag; calls as there; cell count; measured here: cell count, cytotoxicity flag
Numbers without * were called inactive; · = no result given; [ ] = dose if it differs, or a comment. An excerpt. The share of hits here may be higher or lower than overall.

SMILES	KOR beta-arrestin-1	KOR beta-arrestin-2	GPR35 antagonists	NTR1 ag	NTR1 ag cell count 20 µM	GPR55 activation	UTI89 phage lysis	NOD1 NF-kB reporter	GPR55 antagonists	MgcRacGAP inhibition
Cc1ccc(S(=O)(=O)N2CCC(C(=O)OCC(=O)N(CC(C)C)C3CCS(=O)(=O)C3)CC2)cc1C (stereo not given)	-4%	3.5%	8%	-1.3	61	-0.2%	0.2%	-25%	8%	3%
O=c1[nH]c2ccc(S(=O)(=O)Nc3ccccc3O)cc2[nH]1	-58%[20 µM]	-4.0%	7%	-0.1	60	0.2%	0.8%	-32%	3%	3%
CC1(c2ccccc2)NC(=O)N(CC(=O)Nc2cccc(C#N)c2)C1=O (stereo not given)	-19%	6.3%	16%	-0.8	75	-0.2%	0.2%	-23%	-10%	6%
CC(=O)N1c2ccc(S(=O)(=O)NCC3CCC(C(=O)NCc4ccco4)CC3)cc2CC1C (stereo not given)	-1%	-1.1%	-17%	-0.7	67	-0.1%	1.2%	-19%	10%	11%
COc1cccc(OCC(O)CN2CCN(c3ccc(F)cc3)CC2)c1 (stereo not given)	-11%	-3.1%	1%	0.1	71	0.0%	-0.1%	3%	4%	-3%
Cc1ccc(NC(=S)NCCCN2CCOCC2)cc1	7%	-3.4%	·	-0.3	43	-0.3%	7.2%	-11%	-1%	2%
Cc1scc(C(=O)Nn2cnnc2)c1-c1ccccc1	6%	3.3%	24%	0.3	53	0.6%	-0.1%	-12%	2%	8%
[O-]C1=N/[N+](=C/c2ccccc2Cl)CC1	-8%	0.7%	-2%	-1.3	41	0.4%	0.8%	-15%	-8%	8%
CCOC(=O)[C@@H]1[C@H]2COc3ccc(Br)cc3[C@H]2N2C(=O)N(c3cccc(Cl)c3)C(=O)[C@]12C	0%[20 µM]	-2.5%	-3%	-3.4	100	0.4%	2.4%	1%	-7%	3%
CCC(CC)C1C(C#N)=C(N)Oc2n[nH]c(-c3ccccc3)c21 (stereo not given)	-51%	·	-5%	7.5	39	-0.2%	1.9%[50 µM]	8%	-1%	4%
COc1ccc(CNc2nc3c(c(=O)n(Cc4ccc(Br)cc4)c(=O)n3C)n2C)cc1	-17%	4.0%	2%	39	80	-0.2%	0.1%	·	-5%	7%
Cn1c(CCN2CCCCC2)nc2cc(NC(=O)C3CCCCC3)ccc21	15%	13%	-8%	1.2	68	1.5%	0.7%	-9%	4%	8%
NC(=O)CC1C(=O)N(c2ccccc2)C(=S)N1NC(=O)c1ccc(Br)cc1 (stereo not given)	20%	-6.8%	4%	-0.8	87	-0.1%	0.3%	-7%	-3%	4%
N/C(=N\OC(=O)c1ccc(Cl)c(Cl)c1)c1ccccn1	-18%	5.6%	8%	1.6	68	0.7%	-0.2%	38%	-5%	2%
COc1ccc(OC)c(NC(=O)c2ccc(S(=O)(=O)N3CCN(C)CC3)cc2)c1	-22%	5.1%	4%	0.1	78	0.1%	0.3%	-12%	16%	5%
O=[N+]([O-])c1ccc(C(O)CN2CCOCC2)cc1 (stereo not given)	-8%	2.7%	13%	-0.9	38	0.2%	0.5%	13%	11%	6%
CCOC(=O)n1c(=O)n(C)c2ccc(Cl)cc21	-48%	6.4%	-4%	0.7	48	0.3%	-0.6%	26%	2%	3%
CN(C(=O)CSc1nnnn1-c1ccc(O)cc1)C1CCS(=O)(=O)C1 (stereo not given)	-8%	-3.2%	-2%	3.5	34	-0.3%	-0.7%	-39%	10%	4%
CC1(C)Cc2c(sc3nc4n(c(=N)c23)CCC4)CO1	3%	-2.6%	3%	-1.0	54	-0.2%	-0.5%	·	13%	8%
CCC(=O)N1CCc2cc(S(=O)(=O)NCCC(=O)Nc3ccc(OC)cc3)ccc21	18%	2.8%	-12%	-1.0	65	-0.1%	0.3%	6%	11%	-1%
COc1ccccc1NC(=O)c1cc(S(=O)(=O)NCc2ccccc2)ccc1F	-37%	1.9%	7%	4.0	31	-0.3%	-0.3%	8%	2%	10%
COc1cccc(CNc2cccc3cccnc23)c1O	-108%	6.8%	13%	9.5	57	0.4%	3.4%	27%	2%	9%
COc1ccc(C2C(C(=O)Nc3ccc4c(c3)OCCO4)c3ccccc3C(=O)N2C)cc1 (stereo not given)	-31%	-2.7%	9%	-0.7	81	-0.1%	0.2%	16%	24%	5%
C/C(=N\NC(=O)C(=O)Nc1ccc(C)cc1)c1ccncc1	-20%	-1.7%	-18%	2.2	64	-0.2%	0.2%	3%	15%	10%
CC(C)(C)C(=O)N1CCC[C@H]1C(O)(c1ccccc1)c1ccccc1	-20%	4.2%	-4%	1.7	79	-0.2%	0.1%	52%	-3%	6%
Cc1cccc(Nc2c(-c3ccc(N4CCOCC4)cc3)nc3ncccn23)c1	4%	-0.9%	24%	-2.2	96	-0.3%	0.3%	-10%	14%	8%
NC(=O)C1CCN(c2ccc(S(=O)(=O)N3CCCCC3)cn2)CC1	9%[20 µM]	-2.5%	1%	-0.1	41	0.3%	-2.4%	-25%	2%	3%
CCc1ccc(CNc2ccc3c(c2)ncn3C(C)(C)C)cc1	24%	-2.2%	-8%	2.8	83	-0.1%	1.1%	-3%	-8%	-10%
Cc1cccc(Nc2nc(-c3ccc(O)c(O)c3)cs2)n1	22%	-1.0%	-9%	10	43	0.7%	-0.2%	-16%	-3%	30%
O=C(O)c1cc(N/N=C/c2ccc3c(c2)OCO3)ccc1Cl	-37%	0.2%	-2%	0.6	57	0.1%	-0.2%	-60%	11%	-10%
O=C1CN(C(=O)COc2cccc(F)c2)c2ccccc2N1	-20%	0.8%	-5%	2.4	52	0.6%	·	-33%	1%	·
CCOC(=O)C1CCCN(C(=O)c2cc3ncc(Br)cn3n2)C1 (stereo not given)	-8%	0.5%	-3%	-1.1	66	-0.1%	0.3%	-18%	4%	3%
COc1ccc(C(CC(=O)N2CCOCC2)c2c(OC)cc(OC)c3c(-c4ccccc4)cc(=O)oc23)cc1 (stereo not given)	44%	-0.8%	14%	-4.6	81	-0.1%	-1.6%	6%	-10%	1%
CN(C)c1nc(Oc2ccc(N)cc2)nc(N(C)C)n1	3%	-4.2%	7%	-0.3	82	0.2%	1.2%	8%	-5%	4%
Cc1cc(SCC(=O)N(C)CC(=O)Nc2ccc(F)cc2)nc2ccccc12	35%	-3.5%	-12%	2.1	47	-0.6%	0.1%	-20%	-8%	0%
COc1ccc(C(C)=O)cc1CSc1nc2ccccc2c(=O)n1-c1cccc(C)c1	-3%	-2.5%	17%	4.4	64	0.2%	-0.2%[50 µM]	27%	4%	8%
Cc1nc(NS(=O)(=O)c2ccccc2)sc1C(=O)NNS(=O)(=O)c1ccccc1	-12%	1.5%	-1%	-0.6	46	-0.2%	0.5%	-25%	2%	5%
CC(C)(C)OC(=O)NC(Cc1ccccc1)C(=O)NCCCC(=O)O (stereo not given)	-4%	0.0%	-13%	-1.3	58	-0.1%	0.2%	-2%	9%	-2%
CCOC(=O)C1CCN(S(=O)(=O)c2ccc(C)cc2)CC1	0%	-0.4%	-1%	0.9	33	0.2%	0.5%	-3%	4%	7%
CN(C)CCN1C(=O)C(=O)/C(=C(/O)c2ccc(S(=O)(=O)N3CCOCC3)cc2)C1c1ccccc1 (stereo not given)	31%	·	1%	1.6	42	0.2%	-0.1%	-7%	-6%	0%
Cc1cccc(Sc2c([N+](=O)[O-])ncn2C)c1	48%	6.6%	7%	0.9	85	0.3%	0.0%	12%	-4%	6%
CC(C)(C)NC(=S)NC1CC1	7%	2.3%	23%	-0.1	56	-0.1%	-0.3%	4%	0%	8%
CC(C)n1c(NCc2ccc(N(C)C)cc2)nc2ccccc21	-5%	16%	0%	0.1	70	0.2%	2.8%[50 µM]	-15%	3%	13%
COc1ccc(C(=O)COC(=O)CCCC(=O)NC2CCCCC2)cc1	-23%	0.7%	7%	-0.7	61	-0.2%	0.1%[50 µM]	-19%	-3%	11%
COCCCNC(=S)Nc1ccccc1[N+](=O)[O-]	-45%[20 µM]	0.3%	-5%	-1.5	27	0.2%	-0.2%	-9%	1%	-3%
Cc1ccccc1-c1ccc(Nc2ccc(C(=O)N3CCOCC3)cc2)nn1	-21%	0.7%	7%	0.0	55	-0.2%	1.1%	7%	7%	10%
O=C1C2CCCCC2C(=O)N1c1ccc(NC2CCN(Cc3ccccc3)CC2)c([N+](=O)[O-])c1 (stereo not given)	·	·	-5%	2.4	68	-0.4%	-0.2%	-17%	0%	4%
O=C(N=Nc1c(O)[nH]c2ccccc12)c1cc(-c2ccc(F)cc2)n[nH]1	-31%	1.9%	-3%	0.2	33	0.0%	-0.1%	-46%	3%	-3%
COc1cc(/C=C/CN2CCN(Cc3ccc(C)o3)C(CCO)C2)ccc1O (stereo not given)	2%	1.1%	-6%	-0.1	40	-0.3%	1.8%	-29%	3%	363µM*
Cc1cccc2c1cnn2C(=O)Nc1ccccc1Br	-20%	0.3%	-5%	1.9	87	0.0%	0.3%	-10%	-8%	·
CC1CN(C(=S)Nc2ccc(Cl)cc2)CC(C)O1 (stereo not given)	-3%	3.6%	-10%	0.9	62	-0.2%	0.1%	-32%	13%	9%
COc1ccc(C(C(=O)NC(C)(C)C)N(C(=O)CNC(=O)c2cccs2)c2ccc(NC(C)=O)cc2)cc1OC (stereo not given)	7%[20 µM]	-4.7%	19%	-1.0	30	0.2%	-3.0%	-29%	2%	2%
CC(=O)Nc1c2c(nn1-c1ccc(C)cc1C)CS(=O)C2 (stereo not given)	-8%	-1.4%	17%	0.4	63	0.2%	0.2%	-25%	-2%	0%
COc1ccc(NC(=O)C2CCCCN2CC(=O)OCc2ccccc2)cc1OC (stereo not given)	-22%	0.9%	0%	-0.7	57	0.3%	5.6%	-5%	17%	5%

Filtered by structure: the entries above with two or more sulfur atoms.
SMILES	KOR beta-arrestin-1	KOR beta-arrestin-2	GPR35 antagonists	NTR1 ag	NTR1 ag cell count 20 µM	GPR55 activation	UTI89 phage lysis	NOD1 NF-kB reporter	GPR55 antagonists	MgcRacGAP inhibition
Cc1ccc(S(=O)(=O)N2CCC(C(=O)OCC(=O)N(CC(C)C)C3CCS(=O)(=O)C3)CC2)cc1C (stereo not given)	-4%	3.5%	8%	-1.3	61	-0.2%	0.2%	-25%	8%	3%
CN(C(=O)CSc1nnnn1-c1ccc(O)cc1)C1CCS(=O)(=O)C1 (stereo not given)	-8%	-3.2%	-2%	3.5	34	-0.3%	-0.7%	-39%	10%	4%
Cc1nc(NS(=O)(=O)c2ccccc2)sc1C(=O)NNS(=O)(=O)c1ccccc1	-12%	1.5%	-1%	-0.6	46	-0.2%	0.5%	-25%	2%	5%

Assay outcomes (PubChem)
